Assay outcomes: PubChem BioAssay, several laboratories
NCF1 inh = blocks human p47phox regulatory protein of NADPH oxidases; 220,000 tested, 0.53% active; P14598; p47phox/p22phox peptide binding, fluorescence polarization, 2 h; inhibition, % at 24.7 µM; AID 1274;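 active = inhibition above about 30%, limit read from the data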;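 note: 0% = p47phox with labelled peptide and 100% = labelled peptide alone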
Target sequence (P14598 whole entry, looked up): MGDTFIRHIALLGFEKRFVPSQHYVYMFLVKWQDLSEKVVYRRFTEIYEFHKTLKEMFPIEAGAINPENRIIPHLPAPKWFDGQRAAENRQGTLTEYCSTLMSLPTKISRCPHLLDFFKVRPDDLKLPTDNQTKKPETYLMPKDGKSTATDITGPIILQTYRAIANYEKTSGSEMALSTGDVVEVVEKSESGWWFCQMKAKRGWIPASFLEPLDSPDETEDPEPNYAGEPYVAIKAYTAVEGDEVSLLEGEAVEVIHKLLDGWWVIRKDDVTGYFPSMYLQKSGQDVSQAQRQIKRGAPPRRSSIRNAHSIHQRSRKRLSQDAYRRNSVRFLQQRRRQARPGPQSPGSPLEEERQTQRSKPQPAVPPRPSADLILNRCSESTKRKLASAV
RBBP9 inhibitor = human RBBP9 hydrolase inhibition; 220,000 tested, 0.2% active; recombinant RBBP9, FP-Rh probe fluorescence polarization; inhibition, % at 7.94 µM;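 active = inhibition above the campaign mean of all tested compounds plus 3 SD, cut at about 14% in these data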;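 note: plate controls were DMSO wells with RBBP9 for no effect and wells lacking RBBP9 protein for full effect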
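system = RBBP9 protein | input = RBBP9 at 2.5 µM in dispensed solution, before mixing | measured by = fluorescence polarization (mP), excitation 525 nm, emission 598 nm | incubation = enzyme-compound preincubation 30 min, then probe labeling 45 min, 25 °C | buffer or medium = Tris-NaCl-Pluronic buffer, pH 8.0 | compound = single dose 7.94 µM | also added = FP-Rh probe, 375 nM dispensing solution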
PPC-1+TRAIL kill = compounds killing PPC-1 cancer cells with TRAIL present (potentiator screen, no TRAIL-free arm) | PPC-1 cells + TRAIL, ATPLite viability luminescence | cell killing (% activity), % at 4 µM | 220,000 tested, 0.41% active | AID 1443;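 active = cell killing above 50% in the first pass at 4 µM, then a duplicate retest at 5 µM averaging 50% or more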;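 note: plate controls were cells with TRAIL plus DMSO for no effect and medium-only wells lacking cells for full effect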
Ba/F3 V617F tox = lowers viability of Ba/F3 cells expressing EpoR and JAK2V617F. ATP luminescence. inhibition, % at 5.6 µM. 220,000 tested, 1.1% active. AID 1446;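 active = inhibition above the campaign mean plus 3 SD over all tested compounds, cut at about 24% in these data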;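 note: cytokine-independent growth of Ba/F3 cells driven by EpoR plus mutant JAK2; 0% = DMSO-treated cells and 100% = JAK inhibitor I control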
PGE2 EP2 inh = inhibitors of human EP2 prostaglandin E2 receptor; P43116; C6 glioma cells expressing human EP2, cAMP TR-FRET; cells stimulated with saturating PGE2; inhibition, % at 25 µM; 260,000 tested, 0.52% active;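 active = percent inhibition above 40 after rounding to a whole number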;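 note: rat C6 glioma host cells with rolipram phosphodiesterase inhibitor present; the protocol text gives 20 µM as final concentration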
p97 inhibitor = human p97 ATPase inhibition | recombinant p97 ATPase, Kinase-Glo ATP luminescence, 3 h | AID 1481 | inhibition, % at 8 µM | 220,000 tested, 0.42% active | P55072; in the data active = inhibition above about 15%;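 note: 0% = DMSO vehicle and 100% = wells lacking enzyme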
BaF3 parental = reduces parental Ba/F3 cell viability, JAK2V617F counter-screen; inhibition, % at 5.6 µM; CellTiter-Glo ATP luminescence; 220,000 tested, 1.1% active;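 active = inhibition above a per-campaign cutoff, the mean inhibition of all tested compounds plus 3 SD, cut at about 27% in these data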;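 note: 0% = DMSO wells and 100% = JAK Inhibitor I control wells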
Furin inh = human furin inhibition | P09958 | purified furin, fluorogenic substrate cleavage | inhibition, % at 30 µM | 220,000 tested, 0.061% active; in the data active = inhibition above about 25%; note: inactives centre near -15
Target sequence (P09958 108-714 limits assumed): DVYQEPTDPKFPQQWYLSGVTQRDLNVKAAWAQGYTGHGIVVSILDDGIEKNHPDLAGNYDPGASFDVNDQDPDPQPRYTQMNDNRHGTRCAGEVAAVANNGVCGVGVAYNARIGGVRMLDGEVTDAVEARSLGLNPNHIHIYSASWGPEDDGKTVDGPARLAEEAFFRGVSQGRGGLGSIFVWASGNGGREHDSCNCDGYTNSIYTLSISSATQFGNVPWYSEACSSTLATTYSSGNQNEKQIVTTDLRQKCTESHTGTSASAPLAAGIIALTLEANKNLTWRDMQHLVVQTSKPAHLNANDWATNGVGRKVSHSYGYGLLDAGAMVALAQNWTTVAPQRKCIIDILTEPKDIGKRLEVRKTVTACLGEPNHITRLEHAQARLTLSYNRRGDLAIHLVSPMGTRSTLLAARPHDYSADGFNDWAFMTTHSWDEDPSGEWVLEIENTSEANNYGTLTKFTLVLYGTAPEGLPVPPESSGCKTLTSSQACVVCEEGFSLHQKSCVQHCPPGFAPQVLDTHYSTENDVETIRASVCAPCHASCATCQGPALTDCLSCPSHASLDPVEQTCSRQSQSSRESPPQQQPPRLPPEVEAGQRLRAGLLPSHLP
TbHK1 inh = T. brucei hexokinase 1 inhibition. AID 1430. 220,000 tested, 0.11% active. recombinant TbHK1, G6PDH-coupled NADH A340. inhibition, % at 10 µM;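 active = inhibition of 50% or more in the single-dose primary screen; inactive = inhibition below 50%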
An asterisk follows results filed as active; x = not tested or not shown; & = joins results of further samples; [ ] = another dose, or the depositor's remark. Only part of the results is shown, so the mix of outcomes need not match the whole.

SMILES | NCF1 inh | RBBP9 inhibitor | PPC-1+TRAIL kill | Ba/F3 V617F tox | PGE2 EP2 inh | p97 inhibitor | BaF3 parental | Furin inh | TbHK1 inh
Cc1nc2ccccc2c(=O)n1CCCO | -12 | -10 | 8 | 2 | 9 | 2 | 4 | -22 | 1
O=C(Nc1ccc(N2CCCCC2)cc1)c1cccnc1Cl | 57* | 2 | -6 | -4 | 12 | 2 | 2 | -12[20 µM] | -9
CN(Cc1nc2ccccc2c(=O)[nH]1)Cc1nc2ccsc2c(=O)[nH]1 | 3 | -7 | 22 | -2 | 7 | 8 | 6 | -23 | 1
O=C1CN(/N=C/c2ccc([N+](=O)[O-])o2)C(=O)N1 | -4 | -5 | 26 | -3 | 12&9 | 5 | 4 | 0 | -32
CN1CCN(C(c2ccc(F)cc2)c2nnnn2Cc2cccs2)CC1 (stereo not given) | 0 | 3 | 26 | 0 | 11 | 4 | 6 | -31 | 2
O=C(CSCc1cccc(Cl)c1)N1CCN(Cc2ccc3c(c2)OCO3)CC1 | 3 | 6 | 8 | 0 | 12 | -1 | 5 | -15[20 µM] | -10
C=CCOC(=O)C1=C(C)NC(=S)NC1/C=C/c1ccccc1 (stereo not given) | -16 | -7 | 11 | 7 | 5 | -5 | 11 | -5[20 µM] | -2
O=C(N=NC(=O)c1ccc2c(O)n(CC3CCCO3)c(O)c2c1)c1cccnc1 (stereo not given) | -7 | 2 | 2 | -1 | 10 | 1 | -2 | -25 | -31
C=CCN1C(=O)C(C)S/C1=N\S(=O)(=O)c1ccc(Cl)cc1 (stereo not given) | -4 | -5 | 16 | 2 | 4 | -1 | 6 | 2 | 32
Cn1c(-c2ccccc2)c(C=O)c2ccccc21 | 3 | -3 | 2 | -3 | 7 | 7 | 9 | -42 | -7
CSc1nnc(CNC(=O)c2ccccc2)n1-c1ccc(F)cc1 | -2 | -8 | 5 | -3 | 6 | 5 | 4 | -27 | 0
Cc1ccc(-c2nc3c(c(=O)[nH]c(=O)n3Cc3ccccc3)n2C)s1 | -79 | -12 | 10 | -2 | 2 | -2 | -1 | -22 | -11
C/C=C(\C)C(=O)Nc1cccc(C2=NOC3(C2)C[C@H](C(N)=O)N(C(=O)c2cc([N+](=O)[O-])cc([N+](=O)[O-])c2)C3)c1 (stereo not given in full) | 0 | x | 16 | x | -1 | x | x | -31 | -20
O=C(COC(=O)c1ccc(Cl)c(S(=O)(=O)N2CCCC2)c1)NCc1cccs1 | -6 | -3 | 8 | -1 | 8 | 4 | -1 | -14 | -4
O=C1CCCc2ccccc2N1Cc1cccc(Cl)c1 | -9 | -10 | 10 | -3 | 9 | 0 | -1 | -19[20 µM] | 2
Cc1nc(C(=O)Nc2ccc(Cl)cc2Cl)nn1-c1cc(OC(C)C)c(Cl)cc1Cl | -13 | 0 | -8 | -2 | 5 | 0 | 2 | -21[20 µM] | -8
COc1cccc(C(=O)N/N=C(/c2ccccc2)c2ccccn2)c1 | -1 | -1 | 25 | 101* | 13 | -6 | 97* | 5[20 µM] | 3
CC(C)(CO)NCc1cccc(OCc2ccc(Cl)cc2)c1 | 6 | -7 | 2 | 3 | 8 | -8 | 4 | -6 | -3
CC(C)NS(=O)(=O)c1ccc(CCC(=O)O)cc1 | 2 | -5 | 10 | -1 | 12 | 8 | 7 | -7[20 µM] | 0
O=C(Cc1cc(=O)[nH][nH]1)N/N=C/c1c(F)cccc1Cl | -1 | -7 | 5 | 2 | 3 | -2 | 7 | -20 | -3
N#Cc1c(-c2ccccc2)ccn(Cc2cccc(Cl)c2)c1=O | -12 | -2 | 3 | 3 | 13 | -5 | 10 | -9[20 µM] | -8
Oc1ccc(/C=N/Nc2nc(-c3ccc(Cl)cc3)cc(C(F)(F)F)n2)cc1 | -17 | -6 | -5 | 5 | 12 | 4 | 5 | -19 | -7
CC(C(=O)NC1=NCCS1)N1C(=O)C2CC=CCC2C1=O (stereo not given) | -8 | -3 | -9 | -1 | x | 4 | -1 | -10 | -1
Cc1ccc(S(=O)(=O)NC(=O)Nc2cc(C)on2)cc1 | -10 | -4 | 19 | -1 | 6 | 1 | -2 | -21 | -2
COc1ccc(CNC(=O)C2CCCN2)cc1OC (stereo not given) | 0 | -3 | 0 | 5 | 8 | -5 | 3 | -16 | 5
CCCN(c1ccc(C(C)C)cc1)S(=O)(=O)c1c(C)noc1C | -15 | 6 | 27 | -2 | 7 | -3 | 4 | -15[20 µM] | -3
CCc1[nH]nc2c1C(C1C=CCCC1)C(C#N)=C(N)O2 (stereo not given) | -15 | -6 | 11 | -2 | 5 | 2 | -6 | -28 | 0
Clc1ccc(OCCCCN2CCc3ccccc3C2)cc1 | -13 | 1 | 30 | 1 | 7 | -1 | 0 | -19 | 4
CC(C)Cc1ccc(C(C)C(=O)Nc2ccccc2O)cc1 (stereo not given) | -9 | -5 | 11 | 11 | 17 | 1 | 38* | 0 | 0
O=C(/C=C/c1cccs1)NC(=S)NNC(=O)c1ccccc1O | -16 | -3 | -3 | 94* | 15&12 | 6 | 54* | -6 | -17
COc1ccc(N2C(=O)CC(Sc3nc4ccccc4s3)C2=O)cc1OC (stereo not given) | -4 | 3 | 12 | -4 | 4 | 5 | 4 | -33 | -5
CCOC(=O)N1CCN(c2c(F)cc3[nH]c(=S)[nH]c3c2Br)CC1 | -12 | -3 | 6 | 28* | 9 | 5 | 12 | -16[20 µM] | 6
O=C(O)c1ccc(Cl)c(S(=O)(=O)N2CCCC2)c1 | -11 | -4 | 1 | -2 | 9 | 4 | 2 | -18 | -6
CCc1nnc(NC(=O)C2CCN(C(=O)NC3CCCCC3)CC2)s1 | -11 | -6 | 2 | -5 | x | 0 | 3 | -22 | 7
CCCCCn1c(=N)n(CC(O)COc2ccccc2OC)c2ccccc21 (stereo not given) | 9&-7 | -6 | 43&17 | 18 | 16&16 | -1 | 28* | -13&-24 | 5&16
COc1cc(C(=O)C(=O)c2ccc(O)c(OC)c2)ccc1O | -8 | -6 | 14 | 2 | 7 | -1 | 3 | 1 | -63
Fc1ccccc1Cc1noc(CN(Cc2ccccn2)CC2CCCO2)n1 (stereo not given) | -5 | -6 | 17 | -6 | 7 | -2 | 1 | -32 | -9
CNC(=O)c1ccccc1Sc1ccccc1C#N | -2 | -7 | 10 | -7 | 8 | 5 | 1 | -28 | 0
CCOc1ccc2nc(N3C(=O)/C(=C/c4ccc(Cl)cc4)NC3=S)sc2c1 | -11 | -3 | 21 | -3 | 11 | 4 | -2 | 1 | -7
Cc1c(C(=O)NN2CCOCC2)oc2ccccc12 | -7 | -2 | 11 | -1 | 7 | 8 | 5 | -29 | 2
Cn1ncc(C(=O)N=S(C)(=O)c2ccccc2)c1[N+](=O)[O-] (stereo not given) | -8 | 4 | 12 | -2 | 1 | 8 | -3 | -15 | -10
CCCCN(CC)CCCNC(=O)C1c2ccccc2C(=O)N(C)C1c1cn(C)c2ccccc12 (stereo not given) | 0 | -2 | -8 | 1 | 2 | 1 | 4 | -25[20 µM] | -2
CC(=O)c1ccc(S(=O)(=O)N2CCN(CC#N)CC2)cc1 | -6 | -2 | 3 | -3 | 6 | 5 | -1 | -12 | -7
CCN1C(=O)/C(=C/c2ccc(N3CCCC3)cc2)NC1=S | -158 | -5 | 0 | -8 | 7 | 6 | 1 | -7 | 5
Cc1nnc(-c2cnn(C)c2N)n1Cc1ccccc1F | 6 | -1 | 13 | -3 | 16 | 4 | 1 | -22[20 µM] | 2
Cc1ccc(/C=N/Nc2cccc(C(=O)O)c2)s1 | -6 | -3 | 32 | -3 | 9 | 4 | 3 | 3 | 14
CCc1ccc(Oc2ncnc(N)c2[N+](=O)[O-])cc1 | 1 | -6 | 4 | 2 | 13 | 1 | 3 | -20 | 0
CC(=C/c1ccco1)/C=N/NC(=O)Cc1cccn1C | -8 | -3 | 6 | 0 | 9 | 2 | 8 | 15 | -70
COc1ccccc1C(=O)N/C(=C/c1ccc(Br)cc1)C(=O)N1CCCC1 | x | 1 | 26 | 1 | 5 | -1 | 4 | -23 | -6
CCOc1ccc(C2=Nn3c(nnc3-c3ccccc3)SC2)cc1Cl | 1 | -1 | -3 | -5 | 13 | 2 | -2 | -15 | -16
CCCc1cc(=O)[nH]c(Nc2ccc(Cl)cc2)n1 | -32 | -8 | 18 | 1 | 1 | -1 | 7 | -14 | 6
CCOC(=O)C1=C(C)OC(N)=C(C(=O)OCC)C1c1cccnc1 (stereo not given) | 4 | -8 | 12 | -1 | 6 | 2 | -1 | -9 | -1
CCOC(=O)c1cc2cc([N+](=O)[O-])cc(OC)c2oc1=O | -11 | 0 | 5 | 1 | 6 | 2 | 6 | -10 | -13
Cc1c(NC(=O)CCC(=O)N2CCOCC2)c(=O)n(-c2ccccc2)n1C | -4 | 3 | 19 | 1 | 6&13 | 0 | 2 | -14[20 µM] | 4
C=CCn1c(SCC(=O)c2ccccc2)nnc1-c1ccc2c(c1)OCO2 | -18 | -9 | 17 | 2 | x | -8 | 6 | -7[20 µM] | -7
O=C(CC(C(=O)N1CCc2ccccc21)n1ccnc1)NCc1ccccc1 (stereo not given) | -13 | 6 | -4 | -4 | 2 | 1 | 2 | -18[20 µM] | -7
CCCNC(=S)N(Cc1ccccc1)Cc1nc2ccccc2c(=O)[nH]1 | -9 | -5 | 1 | 0 | 11&8 | 5 | 2 | -23 | -5
COc1ccc(C(=O)N2CCCC(c3nc(-c4cc(OC)c(OC)c(OC)c4)no3)C2)cc1 (stereo not given) | -2 | -4 | 31 | 1 | 6 | -5 | 5 | -22 | 3
COc1cc(NC(=O)c2c3c(nc4ccccc24)CCC3)cc(OC)c1 | -9 | 1 | -20 | 3 | 3 | 2 | 0 | -19[20 µM] | 1
Cc1cc(/C=C2/C(=O)NN(c3ccccc3)C2=O)c(C)n1-c1ccc(O)cc1 | -11 | -4 | 79* | -6 | 14 | 8 | 0 | -8 | 1

4 entries from above, with values under each structure.
Below each compound – NCF1 inh | RBBP9 inhibitor | PPC-1+TRAIL kill | Ba/F3 V617F tox | PGE2 EP2 inh | p97 inhibitor | BaF3 parental | Furin inh | TbHK1 inh
COc1ccccc1C(=O)N/C(=C/c1ccc(Br)cc1)C(=O)N1CCCC1
  x | 1 | 26 | 1 | 5 | -1 | 4 | -23 | -6
CCOc1ccc(C2=Nn3c(nnc3-c3ccccc3)SC2)cc1Cl
  1 | -1 | -3 | -5 | 13 | 2 | -2 | -15 | -16
CCCc1cc(=O)[nH]c(Nc2ccc(Cl)cc2)n1
  -32 | -8 | 18 | 1 | 1 | -1 | 7 | -14 | 6
CCOC(=O)C1=C(C)OC(N)=C(C(=O)OCC)C1c1cccnc1 (stereo not given)
  4 | -8 | 12 | -1 | 6 | 2 | -1 | -9 | -1

Carrying on:
SMILES | NCF1 inh | RBBP9 inhibitor | PPC-1+TRAIL kill | Ba/F3 V617F tox | PGE2 EP2 inh | p97 inhibitor | BaF3 parental | Furin inh | TbHK1 inh
CC(=O)N(CN1C(=O)c2ccccc2C1=O)c1cccc(C)c1 | -1 | 1 | 7 | 2 | 5 | 3 | 8 | -30 | 4
COc1cc(OC)cc(C2=NC3(CCC(C)CC3)NC2=S)c1 (stereo not given) | -4 | -3 | 18 | 0 | 5 | -1 | 1 | -9 | -7
COc1ccc(CNCC(O)(c2ccccc2)c2ccc(Cl)cc2)cc1 (stereo not given) | 7 | -7 | 0 | -4 | 6 | -2 | 1 | -18[20 µM] | 15
CCN(CC)CCNC(=O)Cn1nc(Cc2ccccc2)c2ccccc2c1=O | -9 | -7 | -17 | -2 | 13 | -1 | 2 | -8 | 9
